# PABP1 MLLE inh = inhibitors of PABP1 MLLE–PAM2 peptide binding, primary screen, biochemical, fluorescence polarization, FITC-PAM2, GST-MLLE. AID 588489, 2011. inhibition, % at 20 µM. Polyadenylate-binding protein 1 (Homo sapiens), P11940. 360,000 tested, 0.36% active; in the data active = inhibition above about 35%, passing the limit was not always enough;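 note: plate controls were DMSO wells with GST-MLLE for no effect and wells lacking GST-MLLE protein for full effect; some results filed as inactive read as strong as hits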
# Target sequence (P11940 whole entry, looked up): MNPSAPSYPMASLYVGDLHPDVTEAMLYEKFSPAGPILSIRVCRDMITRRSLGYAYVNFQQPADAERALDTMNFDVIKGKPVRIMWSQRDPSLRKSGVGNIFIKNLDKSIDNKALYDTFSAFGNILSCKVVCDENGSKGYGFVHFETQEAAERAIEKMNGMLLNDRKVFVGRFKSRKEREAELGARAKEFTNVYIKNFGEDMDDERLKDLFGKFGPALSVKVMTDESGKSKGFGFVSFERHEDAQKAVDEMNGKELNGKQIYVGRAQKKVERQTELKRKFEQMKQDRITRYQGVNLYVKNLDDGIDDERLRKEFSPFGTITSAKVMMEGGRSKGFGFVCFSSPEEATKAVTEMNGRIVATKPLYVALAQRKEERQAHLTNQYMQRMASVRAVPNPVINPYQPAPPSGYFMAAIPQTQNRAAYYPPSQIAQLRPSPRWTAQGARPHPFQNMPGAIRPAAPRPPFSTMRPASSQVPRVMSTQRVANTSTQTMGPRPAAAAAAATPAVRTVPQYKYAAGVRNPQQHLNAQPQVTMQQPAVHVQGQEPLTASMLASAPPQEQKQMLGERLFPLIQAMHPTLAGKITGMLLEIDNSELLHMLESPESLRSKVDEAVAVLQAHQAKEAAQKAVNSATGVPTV
# CSN inh = inhibitors of CSN-mediated cullin deneddylation, primary screen, biochemical, fluorescence polarization, uHTS; COP9 signalosome complex subunit 5 (Homo sapiens), Q92905; Purified CSN, SCF-Nedd8-OG deneddylation; inhibition, % at 12.5 µM; 360,000 tested, 0.38% active; AID 651999, 2013;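 active = pattern-corrected inhibition above about 35%, with an unprinted fluorescence ratio check between 0.5 and 1.5, limit read from the data, passing the limit was not always enough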;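 note: 0% = enzyme with substrate and 100% = substrate without enzyme; some results filed as inactive read as strong as hits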
#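 Assay system: Purified human Csn5 enzyme expressed in HEK293T cells | Amount: Enzyme 0.24 nM | Measured by: Fluorescence polarization readout | Medium: Tris/NaCl/DTT buffer, pH 7.5 | Compound dosing: One concentration, 12.5 µM, 0.25% DMSO | Times: 90 min incubation of compound, enzyme and substrate at room temperature | Control set: no-enzyme wells high, enzyme-with-substrate wells low | Read-out: % inhibition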
# SKN-1 block = suppressors of acrylamide-induced Pgst-4::GFP reporter in worms, primary screen, SKN-1 inhibitor project, whole organism, uHTS, GFP/RFP fluorescence ratio, strain VP596. C. elegans VP596 Pgst-4::GFP/RFP ratio, 24 h. inhibition, % at 21.8 µM. 360,000 tested, 0.49% active;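 active = interference check ratio from 0.5 to 1.5 plus GFP to RFP signal ratio inhibition reaching or exceeding a fixed threshold, cut at about 30% in these data, passing the limit was not always enough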; note: some compounds called inactive have numbers as strong as hits
# Rin1-Abl PPI inh = inhibitors of Rin1-Abl protein binding, primary screen, biochemical, TR-FRET; Tyrosine-protein kinase ABL1 (Homo sapiens) + Ras and Rab interactor 1 (Homo sapiens), …; inhibition, % at 7.35 µM; 360,000 tested, 0.4% active; AID 588664, 2011; in the data active = inhibition above about 5%, passing the limit was not always enough
# FAS-TE inh = FAS thioesterase domain inhibitors, primary screen, biochemical, fluorescence intensity, uHTS. recombinant FAS-TE, OMFH fluorogenic substrate, fluorescence endpoint. AID 602261, 2012. inhibition, % at 15 µM. Fatty acid synthase (Homo sapiens), P49327. 360,000 tested, 0.67% active;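 active = compounds whose normalised, plate-corrected inhibition of enzyme fluorescence in the single-dose primary screen is 50% or more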;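 note: 0% = DMSO with enzyme and 100% = substrate without enzyme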
# MT1-MMP act inh = blockers of MT1-MMP proenzyme processing, primary screen, HT1080 RFP-PRO-GFP cells, GFP/RFP fluorescence. Matrix metalloproteinase-14 (Homo sapiens), P50281. GFP/RFP ratio fluorescence, overnight; percent of plate control window, DMSO zero. GFP/RFP ratio change, % at 20 µM. 360,000 tested, 0.061% active. AID 651647, 2012;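 active = GFP/RFP ratio change of at least 30% with cell ATP level not reduced by more than half and red fluorescence within 50% of control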; note: strong numbers were not always called active
#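 Assay system: HT1080 RFP-PRO-GFP cells. Benchmarks: DMSO vehicle wells and RFP-L50D-GFP reporter cell wells. Times: overnight cell settling, then overnight compound exposure, 37 °C, 5% CO2. Compound: 20 µM single dose, 1% DMSO. Read-out basis: GFP/RFP fluorescence ratio.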
# Neddylation inh = inhibitors of cullin neddylation, primary screen, biochemical, TR-FRET, uHTS, NAE and Ubc12; NEDD8-conjugating enzyme Ubc12 (Homo sapiens) + NEDD8-activating enzyme E1 regulatory …; AID 651699, 2012; 360,000 tested, 0.58% active; calls only at 25 µM; in the data active = inhibition above about 36%
# NadD block = inhibitors of S. aureus NadD, primary screen, biochemical, colorimetric, uHTS | AID 602399, 2012 | Nicotinate-nucleotide adenylyltransferase NadD (Staphylococcus aureus N315) | inhibition, % at 20 µM | purified NadD enzyme, colorimetric absorbance read-out | 360,000 tested, 0.78% active; in the data active = inhibition above about 26%; note: some compounds past the cut are filed as inactive
# Rpn11 block = Rpn11 (PSMD14) deubiquitinase inhibitors, primary screen, biochemical, fluorescence polarization, uHTS; calls only at 20 µM; 26S proteasome non-ATPase regulatory subunit 14 (Homo sapiens), O00487; human 26S proteasome, Ub4-pepOG fluorescence polarization; 20S core pre-blocked with epoxomicin; 360,000 tested, 0.59% active; AID 588493, 2011;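 active = inhibition at 20 µM, scaled to each plate's controls, above about 33%, limit read from the data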
# Target sequence (O00487 whole entry, looked up): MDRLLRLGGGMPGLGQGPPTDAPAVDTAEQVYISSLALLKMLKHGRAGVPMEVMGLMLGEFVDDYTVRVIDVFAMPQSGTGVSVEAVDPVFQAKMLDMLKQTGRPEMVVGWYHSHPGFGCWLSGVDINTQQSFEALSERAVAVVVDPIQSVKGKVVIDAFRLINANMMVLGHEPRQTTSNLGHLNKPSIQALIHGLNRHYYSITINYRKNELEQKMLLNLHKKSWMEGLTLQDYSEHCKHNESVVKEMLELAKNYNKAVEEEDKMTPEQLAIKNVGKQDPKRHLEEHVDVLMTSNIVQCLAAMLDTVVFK
# An asterisk follows results filed as active; i = inactive; . = no result given; + = active, no number.
# Below each SMILES – PABP1 MLLE inh, CSN inh, SKN-1 block, Rin1-Abl PPI inh, FAS-TE inh, MT1-MMP act inh, Neddylation inh, NadD block, Rpn11 block
CCCCCCCCCCCC(=O)NC(Cc1ccc(OC)c([N+](=O)[O-])c1)C(=O)O (centres undefined)
→ -3, 6, -3, 0, 32, 15, i, -3, i
CCCCNC(=S)NNC(=O)c1ccoc1C
→ -34, -1, 6, -1, -6, 8, i, 8, i
CC(=O)N1CCN(S(=O)(=O)c2cccc(C(=O)Nc3nccs3)c2)CC1
→ -13, 8, 14, 1, -5, -1, i, -7, i
Cc1c(NC(=O)C(C)OC(=O)CC2Sc3ccccc3NC2=O)c(=O)n(-c2ccccc2)n1C (centres undefined)
→ -6, 0, 2, 1, -8, -4, i, 11, i
CCCN(C(=O)c1cn(CC)c2nc(C)ccc2c1=O)c1c(N)n(Cc2ccccc2)c(=O)[nH]c1=O
→ -19, -3, 5, 3, -1, -1, i, -1, i
Cc1ccc(-n2c(=O)c3sccc3n(Cc3cc(=O)n4ccccc4n3)c2=O)cc1
→ -13, -2, -4, 0, -7, -2, i, 3, i
COc1cccc(-c2ccnc3[nH]n(-c4ccccc4)c(=O)c23)c1
→ -57, 2, 7, 0, -6, -2, i, -4, i
CC(NC(=O)COc1ccc(Br)cc1)C1CCCO1 (centres undefined)
→ -1, -1, -16, 1, -5, -2, i, -5, i
CCCCOP(=O)(c1ccc(N(C)C)cc1)C(O)c1cc(OC)c(OC)c(OC)c1 (centres undefined)
→ -2, -2, 8, 6, -8, -4, i, -6, i
Cc1cc(C)cc(NC(=S)N(CCN(C)C)Cc2cccs2)c1
→ 25, 1, 1, -1, 4, 4, i, -7, i
NS(=O)(=O)c1ccc(CCNc2nc(CN3CCOCC3)nc3sc4c(c23)CCC4)cc1
→ -11, 4, -6, 1, -3, 6, ., 2, i
COC(=O)CCCC1=CC2=CC(=O)C(C)(OC(=O)c3cccs3)C(=O)C2=CN1c1ccccc1 (centres undefined)
→ -4, -4, 26, 2, -8, 4, i, 5, i
Cc1[nH]nc2c1C1(CCC(c3ccccc3)CC1)C(C#N)=C(N)O2 (centres undefined)
→ -16, -1, 23, -1, -8, 6, i, 0, i
CCCCC1(CC)C(=O)NC(=O)NC1=Nc1ccc(OC)cc1 (centres undefined)
→ -22, 7, -21, 0, -10, 2, i, -2, i
COc1ccc(S(=O)(=O)N(C)C[C@H]2Oc3ccc(NC(=O)NC4CCCCC4)cc3C(=O)N([C@H](C)CO)C[C@@H]2C)cc1
→ 3, -3, -7, 7, 1, 0, i, 0, i
COc1cccc(-c2nn(Cc3ccccc3)cc2CO)c1
→ -3, 5, -14, -1, -4, 0, i, 0, i
CC1(C(=O)O)CC(C)(C(=O)O)CC(C)(C(=O)O)C1 (centres undefined)
→ 0, 1, 5, 5, -6, 1, i, 0, i
Nn1c(CN2CCCCC2)nc2ccccc2c1=O
→ -1, -5, 4, 3, -9, 3, i, 3, i
O=C(O)c1cccc(NC(=S)NC(NC(=O)c2ccccc2[N+](=O)[O-])C(Cl)(Cl)Cl)c1 (centres undefined)
→ 11, -2, 7, 4, -5, -1, i, -4, i
COc1ccc(OCc2cc(C(=O)N3CCCC(CO)C3)no2)c2ccccc12 (centres undefined)
→ -8, 0, 11, 4, 6, -2, i, 4, i
COc1ccccc1-c1nnc2n1N=C(c1ccc(OC(F)F)c(OCC3CC3)c1)CS2
→ -4, 3, 19, 1, -1, 5, i, 9, i
O=C(NC1CCCCCC1)C1CCCN(c2ncccn2)C1 (centres undefined)
→ 5, 4, 7, 3, -5, -1, i, -2, i
CCC(=O)Oc1ccc(-c2nc(-c3cccnc3)no2)cc1
→ -7, -5, 18, -3, -1, -4, i, 3, i
CCN(CC(=O)NCc1ccc(F)cc1)C(=O)c1ccc(COc2ccccc2)cc1
→ -24, -2, 3, 1, 6, -3, i, -10, i
O=C(Nc1ccc(Cl)cc1)C1C2CCC3C(CCC21)C3(Cl)Cl (centres undefined)
→ 15, -3, -14, 2, 2, -3, i, -8, i
O=C(CSc1nnc(CNC(=O)c2cccc(C(F)(F)F)c2)o1)NC1CCCC1
→ -2, -4, 5, 1, 0, -1, i, -4, i
Cc1ccc(-c2nnn3c2nc(Cl)c2ccccc23)cc1
→ 1, 2, 3, -3, 1, -7, i, 3, i
CCc1cccc(C)c1NC(=O)CSc1nnc(C)o1
→ 22, 0, 15, 0, -2, 0, i, -3, i
Cc1ccc(C(=O)N2CCN(C(=O)c3ccccc3)C2c2ccc(N(C)C)cc2)cc1 (centres undefined)
→ 6, -7, -3, 3, -6, 4, i, 4, i
O=C(NCCNCCO)C1(C(F)(F)F)C/C(=C\Cc2ccccc2)CCCO1 (centres undefined)
→ -9, 0, -6, 3, -5, 1, i, -11, i

# The results go on.
structure,PABP1 MLLE inh,CSN inh,SKN-1 block,Rin1-Abl PPI inh,FAS-TE inh,MT1-MMP act inh,Neddylation inh,NadD block,Rpn11 block
COCc1nc2ccccc2n1CCc1ccccc1,-5,3,23,5,-7,16,i,-7,i
O=C(CSc1ncn[nH]1)NNC(=O)c1ccccc1,9,5,12,1,-5,3,i,-1,i
NC(=O)c1cc(S(=O)(=O)N2CCOCC2)ccc1N1CCCC1,-14,0,-3,-2,-5,0,i,-4,i
COc1ccccc1CNS(=O)(=O)c1cccc2nsnc12,-2,2,-2,-1,-2,1,i,1,i
CC(=O)c1c(COC(=O)c2ccc(Cl)cc2)nc2ccccc2[n+]1[O-],0,3,0,-1,19,1,i,-5,i
O=C(c1cc(-c2ccccc2Cl)nc2ccccc12)N1CCN(c2ccccn2)CC1,-2,0,-3,1,22,-12,i,-1,i
CCOC(=O)CSc1nc2c(c(=O)n1-c1ccc(OCC)cc1)SCC2,4,-4,0,-2,-11,5,i,-4,i
CC(C)(C)CN1CCNC(=O)C1CC(=O)NCCc1cnn(-c2ccccc2)c1 (centres undefined),14,5,8,3,-7,-3,i,-3,i
CCN1C(=O)/C(=C\N(C)C)S/C1=N\S(=O)(=O)c1ccccc1,-13,-3,-18,1,2,-2,i,-2,i
O=C(c1cc2cc(Br)ccc2o1)N1CCN(c2ccccc2)CC1,5,1,12,-3,2,2,i,1,i
CCOc1ccc(S(=O)(=O)N2CCCCC2)cc1NC(=O)C1CCC1,3,4,18,3,-3,4,i,-2,i
O=C(Cn1nc(Cc2cccnc2)c2ccccc2c1=O)Nc1cccnc1Cl,-2,7,-8,5,-6,4,i,-3,i
COc1cc(/C=C2\C(=N)N3N=C(C)SC3=NC2=O)cc(Cl)c1OCCOc1ccc(NC(C)=O)cc1,5,2,10,2,-3,0,i,5,i
CC(=O)Nc1ccc(C2(c3ccc(NC(C)=O)cc3)C(=O)Nc3ccccc32)cc1,-1,-5,-9,4,0,0,i,5,i
COc1ccc(NC(=O)CO/N=C2\CCCc3nonc32)cc1,11,-17,-5,-4,-3,3,i,-2,i
COc1ccc(C(C)(NC(C)=O)c2nc(-c3cccc(F)c3)cs2)cc1 (centres undefined),-11,0,-6,0,2,3,i,2,i
CCOC(=O)c1ccc(NC(=O)CN(C)S(=O)(=O)c2ccc(Br)s2)cc1,22,1,10,2,22,9,i,-6,i
CCN1CCN(c2nc(Nc3cccc(F)c3)nc(N)c2[N+](=O)[O-])CC1,3,0,4,-4,-6,3,i,1,i
Cc1cc(NC(=O)CSc2c(C)[nH]c3ccccc23)no1,10,2,-1,0,-4,0,i,-6,i
COC(=O)c1ccccc1OC(=O)c1ccc(Br)o1,-3,2,14,-2,0,3,i,-9,i
Cc1c(C(=O)NCCc2ccc(Cl)cc2)sc2nc3n(c(=O)c12)CCC3,-6,2,3,-1,11,0,i,2,i
Cc1c(C(=O)Nc2ccc(Nc3ccccc3)cc2)cccc1[N+](=O)[O-],8,0,25,-1,26,5,i,-3,i
CCCCOc1cccc(NC(=O)CSc2nccn2C)c1,-77,8,3,-3,-9,2,i,-7,i
Cc1cccc(NC(=O)c2cccc(N3C(=O)C4CCC(C)CC4C3=O)c2)c1C (centres undefined),9,3,-4,-2,-3,4,i,-4,i
Cc1ccc(C)c(S(=O)(=O)Nc2ccc(C(=O)NCCCN3CCCC3=O)cc2)c1,-27,-4,5,-1,-7,-5,i,1,i
CCOC(=O)c1sc2nc3c(SCCC#N)cc(C(=O)c4cc(F)ccc4O)cn3c(=O)c2c1C,-33,16,4,-1,14,4,i,33*,+

# Quoted at random: seven entries already listed
structure,PABP1 MLLE inh,CSN inh,SKN-1 block,Rin1-Abl PPI inh,FAS-TE inh,MT1-MMP act inh,Neddylation inh,NadD block,Rpn11 block
Cc1cc(NC(=O)CSc2c(C)[nH]c3ccccc23)no1,10,2,-1,0,-4,0,i,-6,i
O=C(c1cc2cc(Br)ccc2o1)N1CCN(c2ccccc2)CC1,5,1,12,-3,2,2,i,1,i
NC(=O)c1cc(S(=O)(=O)N2CCOCC2)ccc1N1CCCC1,-14,0,-3,-2,-5,0,i,-4,i
COc1ccc(C(C)(NC(C)=O)c2nc(-c3cccc(F)c3)cs2)cc1 (centres undefined),-11,0,-6,0,2,3,i,2,i
CC(=O)Nc1ccc(C2(c3ccc(NC(C)=O)cc3)C(=O)Nc3ccccc32)cc1,-1,-5,-9,4,0,0,i,5,i
O=C(Cn1nc(Cc2cccnc2)c2ccccc2c1=O)Nc1cccnc1Cl,-2,7,-8,5,-6,4,i,-3,i
CCOC(=O)c1sc2nc3c(SCCC#N)cc(C(=O)c4cc(F)ccc4O)cn3c(=O)c2c1C,-33,16,4,-1,14,4,i,33*,+

# Source: PubChem
